Hsp70 activator – switches on Hsp70 transcription; HeLa Hsp70 promoter luciferase reporter, luminescence; scaled: vehicle 0, proteasome-inhibitor control 100%; activation, % at 10 µM; actives 0.04% (n = 200,000); AID 1203;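 active means activation above the mean across all tested compounds plus 3 SD, cutoff set per campaign, cut at about 5.5% in these data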;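 further: 100% = MG132 at 30 µM as the positive control and 0% = DMSO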
PMI act hi M6P – PMI (human) activation, high substrate. activation factor at 20 µM. AID 1216. P34949. actives 0.34% (n = 190,000). coupled PMI enzyme assay, resazurin fluorescence, 20 min; active compounds read high; 1 = untreated enzyme, 0 = substrate-free blank;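 active means activation factor of 2 or more at 20 µM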
Target sequence (P34949 whole entry, looked up): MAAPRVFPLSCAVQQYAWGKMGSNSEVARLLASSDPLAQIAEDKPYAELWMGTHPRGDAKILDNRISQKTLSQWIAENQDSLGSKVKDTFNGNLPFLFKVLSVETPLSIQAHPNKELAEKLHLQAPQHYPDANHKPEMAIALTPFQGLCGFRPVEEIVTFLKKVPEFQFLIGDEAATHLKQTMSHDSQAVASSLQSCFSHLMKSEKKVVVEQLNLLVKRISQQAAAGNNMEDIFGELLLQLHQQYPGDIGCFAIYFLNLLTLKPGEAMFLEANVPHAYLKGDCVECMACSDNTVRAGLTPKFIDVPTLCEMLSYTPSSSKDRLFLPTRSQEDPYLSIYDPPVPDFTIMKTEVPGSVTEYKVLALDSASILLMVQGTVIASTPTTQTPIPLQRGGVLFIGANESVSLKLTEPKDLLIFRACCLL
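Technique: Diaphorase-driven resazurin-to-resorufin fluorescence, excitation 544, emission 590 nm | Assay system: Human PMI in coupled enzyme assay | Times: Enzyme reaction with compound 20 min at room temperature | Medium: HEPES-buffered pH 7.4 with magnesium and detergent | Reagent: Mannose-6-phosphate 1.0 mM (near-saturating) plus 0.22 mM NADP+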
TNAP inh noacc – TNAP (human) inhibition, acceptor-free conditions; P05186; purified TNAP, CDP-star luminescence, 30 min; inhibition, % at 20 µM; actives 0.26% (n = 200,000); AID 1012;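 active means tissue-nonspecific alkaline phosphatase inhibition above about 50% at 20 µM in the single-dose screen, limit read from the data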;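 further: 0% = DMSO negative control and 100% = EDTA positive control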
Redox H2O2 prof – compounds producing H2O2 with reducing agent – biochemical, NIH compound library profiling, artefact control for MLSCN library redox annotation, primary screen. actives 0.03% (n = 200,000). AID 878. activation, % at 10 µM. DTT-dependent redox cycling H2O2, phenol red/HRP absorbance; 100% = 100 µM peroxide control, 0% = buffer;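 active means activation of at least 50% relative to the plate's high and low controls in the primary single-dose screen; inactive means activation below 50%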;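 further: compound incubated with DTT at 0.8 mM final as the reducing agent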
Efa HMGR inh – E. faecalis class II HMG-CoA reductase inhibition | purified E. faecalis HMGR, NADPH absorbance 340 nm kinetic | inhibition, % at 10 µM | actives 0.41% (n = 190,000) | AID 1066;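 active means inhibition above a set limit, the median over all tested compounds plus 3 SD, cut at about 9.5% in these data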;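 further: enzyme runs in reverse so mevalonate oxidation gives rising NADPH absorbance; 0% = complete reaction with DMSO and 100% = background rate lacking mevalonate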
PMI activator – increases human mannose-6-phosphate isomerase activity; actives 0.005% (n = 190,000); activation factor at 20 µM; purified human PMI, coupled resazurin fluorescence, 20 min; active compounds read high; 1 = vehicle control, 0 substrate-free wells;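 active means activation factor of 2 or more at 20 µM, relative to plate controls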
S1P3 antag – antagonists of human S1P3 receptor; CHO S1P3 NFAT-BLA reporter, FRET fluorescence, antagonist mode; inhibition, % at 4.98 µM; actives 0.27% (n = 170,000); AID 485;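 active means inhibition above the plate cutoff, the mean inhibition of test wells on that plate plus 3 SD, cut at about 28% in these data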;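 further: cells challenged with S1P at its EC80 of 0.8 µM; blue over green emission ratio from cleaved BLA substrate after 4 h stimulation; 0% = S1P-stimulated wells and 100% = unstimulated DMSO-only wells; some compounds past the cut are filed as inactive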
Target sequence (Q99500 whole entry, looked up): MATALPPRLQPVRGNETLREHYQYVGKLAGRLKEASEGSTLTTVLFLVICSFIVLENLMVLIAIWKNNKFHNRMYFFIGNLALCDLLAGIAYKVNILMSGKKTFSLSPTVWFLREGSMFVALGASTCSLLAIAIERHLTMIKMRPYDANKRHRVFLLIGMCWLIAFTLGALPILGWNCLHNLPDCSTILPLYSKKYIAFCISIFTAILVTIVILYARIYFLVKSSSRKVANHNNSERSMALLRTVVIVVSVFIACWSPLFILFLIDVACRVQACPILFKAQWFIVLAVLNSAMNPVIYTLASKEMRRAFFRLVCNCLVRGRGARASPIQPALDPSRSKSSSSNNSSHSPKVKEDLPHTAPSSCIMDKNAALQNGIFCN
TNAP inh hi DEA – TNAP (human) inhibition, high acceptor | purified TNAP, CDP-star luminescence, 1 M DEA | AID 1135 | P05186 | inhibition, % at 20 µM | actives 0.03% (n = 200,000);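 active means over 50% inhibition of tissue-nonspecific alkaline phosphatase at 20 µM in the single-dose screen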;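 further: plate controls were DMSO wells for no effect and EDTA-quenched wells as full inhibition for full effect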
Lmaj promast – Leishmania major promastigote growth inhibition; Leishmania major promastigotes, resazurin fluorescence viability; inhibition, % at 10 µM; actives 9% (n = 200,000); AID 1063; in the data active means inhibition above about 50%;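 further: promastigotes grown with compound for 44 hours at 28 °C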
RAM inhibit – inhibitors of the yeast RAM network; S. cerevisiae dse1pr::URA3 reporter, 5-FOA growth OD615, 2 d; analog-sensitive cbk1-as2 kinase mutant strain; inhibition, % at 50 µM; actives 1.8% (n = 190,000);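 active means inhibition above a set limit, 3 SD over mean compound inhibition, cut at about 8.4% in these data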;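 further: 0% = DMSO-only wells with no growth and 100% = 10 µM 1-NA-PP1 full growth; inhibition rescues growth on 5-FOA so higher OD means more RAM inhibition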
* = called active by the depositor; . = not tested or not shown.

Under each structure – Redox H2O2 prof	S1P3 antag	PMI activator	RAM inhibit	Hsp70 activator	Lmaj promast	PMI act hi M6P	TNAP inh noacc	TNAP inh hi DEA	Efa HMGR inh
- Cc1ccc(C)c(NCC(O)c2ccccc2)c1 (stereo unspecified)
 : 0.4	6	1	0.3	-0.3	-2	0.9	-10	-7	1
- CC1CCCC(NC2CCCCNC2=O)C1 (stereo unspecified)
 : 0.3	22	1.1	0.4	-0.5	4	1.1	-14	-4	-2
- OCCC1CN(CCCn2cccn2)CCN1Cc1ccccc1 (stereo unspecified)
 : -0.8	-2	1	-0.8	0.0	-4	1	-6	-4	3
- Cn1c(SCC(=O)NC2CCCCC2)nnc1-c1cc2cc(Cl)ccc2o1
 : 1.0	.	0.9	0.6	-0.2	4	1	-18	-7	-5
- CCOC(=O)c1cc(NC(=O)c2ccc(Cl)cc2)c(=O)n2c1oc1ccc(Cl)cc12
 : -0.4	.	0.8	2.2	0.2	-6	0.9	1	1	-3
- FC(F)(F)c1cc(-c2ccco2)nc(NCCc2ccccc2)n1
 : 2.6	.	0.8	3.3	0.1	2	0.8	-6	-1	-1
- Cc1ccc(C(=O)OCC(=O)c2c[nH]c3ccccc23)cc1S(=O)(=O)N1CCCCC1
 : -0.7	-10	0.8	1.4	-0.3	13	0.8	-9	-6	-4
- C=C(C)CNC(=S)N/N=C1\CCCCc2ccccc21
 : 0.2	-6	0.8	1.6	-0.3	99*	0.9	-16	3	-1
- O=C(c1cccc(COCC(F)(F)C(F)F)c1)N1CCN(c2ccccc2)CC1
 : 1.0	10	0.8	0.2	-0.1	8	0.9	-6	-1	-1
- Cc1ncoc1C(=O)N1CCc2c([nH]c3ccccc23)C1c1ccccc1F (stereo unspecified)
 : -0.6	12	0.9	0.2	-0.3	3	0.9	-11	-2	3
- O=C(c1ccccc1F)c1cc2c(cc1[N+](=O)[O-])OCCO2
 : -0.3	-3	0.8	1.4	-0.1	-1	0.5	-3	0	0
- CCc1nnc(NC(=O)COc2ccc(N(C)S(=O)(=O)c3ccc(C)cc3)cc2)s1
 : -0.2	-1	1	2.6	-0.1	-8	1	-7	-4	0
- O=C(O)Cc1sc(-c2ccccc2Cl)nc1-c1ccccc1
 : -1.7	-3	1.4	4.4	-0.2	-16	1.2	-12	-1	-3
- Fc1ccccc1/C=C1\CCCC2=C1NC(=S)NC2c1ccccc1F (stereo unspecified)
 : -0.6	-10	1.7	2.0	-0.4	18	2.2*	3	2	-1
- O=c1n(Cc2ccccc2)c2cc(Cl)cnc2n1Cc1ccccc1
 : 0.0	-2	0.8	6.3	0.1	17	0.9	-2	0	-1
- COc1ccc(-n2c(SCC(=O)Nc3nccs3)nc3sc4c(c3c2=O)CCN(C)C4)cc1
 : 0.3	.	0.9	0.0	0.2	12	0.9	-9	-6	2
- N/C(=N\OC(=O)/C=C/c1ccccc1)c1ccccc1
 : 0.1	.	1	-0.6	0.2	11	0.9	-14	1	1
- COc1ccc(/C=N/Nc2ccc([N+](=O)[O-])cc2)cc1Cn1cc([N+](=O)[O-])cn1
 : 1.2	.	1	8.0	-0.1	-3	1.1	23	17	1
- CC1CC(C)CN(C(=O)COC(=O)c2ccc[nH]c2=O)C1 (stereo unspecified)
 : 0.2	.	1	1.2	-0.3	-1	1	-8	-2	-4
- CSc1nc(-c2ccco2)nn1S(=O)(=O)c1ccc(C)cc1
 : -0.8	24	1	-0.5	-0.5	-6	1.1	2	4	1
- O=C(CSc1nc2cc(Cl)ccc2s1)N1CCN(C(=O)c2ccco2)CC1
 : 2.6	-4	1	0.0	-0.2	-6	1.1	-10	1	1
- CCOc1cc(CNc2ccc3c(c2)CCC3)ccc1OC
 : -0.2	.	1.1	-0.3	-0.5	11	1.4	-12	0	0
- Cc1cccc(NC(=O)Nc2ccc3c(c2)OCO3)n1
 : 0.5	11	0.9	-1.1	0.8	-2	0.8	-8	-3	-2
- CCc1c(C)nc(N)n2c(SCC(=O)N3CCN(c4ccccc4OC)CC3)nnc12
 : .	-16	1.1	.	.	.	1.1	-8	1	.
- Cc1sc(NC(=O)CN(C)C2CCCCC2)nc1-c1ccc2c(c1)CCN2S(=O)(=O)c1ccccc1
 : -0.9	.	1	2.7	-0.2	45	1	0	0	-1
- COc1ccc(C(C)=O)cc1CSc1nnc(C)s1
 : -1.0	-18	0.9	1.4	1.0	-3	0.9	-8	-5	2
- CCOc1ccc(N2C(=O)Nc3ccccc3C2(O)C(=O)NCc2ccco2)cc1 (stereo unspecified)
 : -0.7	2	1	2.4	-0.3	-7	1.1	-13	-2	-5
- CCOC(=O)c1c(C)[nH]c(C)c1C(=O)CSc1nnc(-c2cc(OC)c(OC)c(OC)c2)o1
 : 1.7	-19	1.1	0.9	0.1	-4	0.9	-8	-9	3
- Cc1ccsc1/C=N/NC(=O)Nc1ccccc1
 : -0.5	1	1.1	3.3	0.1	-2	1	0	-2	-5
- C1CCN(C2CCN(c3nc4nonc4nc3N3CCSCC3)CC2)C1
 : -1.2	-15	0.9	3.1	-0.1	6	1	-8	-7	-7
- O=C(Nc1ccc(S(=O)(=O)NCC2CCCO2)cc1)c1ccc(Cl)cc1[N+](=O)[O-] (stereo unspecified)
 : -0.8	-6	1	1.2	0.0	-7	1	-14	-8	-7
- Cc1ccc(C(=O)Cn2c3[n+](c4ccccc42)CC(O)CS3)cc1 (stereo unspecified)
 : 1.1	7	1	-1.0	-0.1	-6	1	-4	-2	2
- CCOC(=O)c1cc2nc(-c3ccco3)cc(C(F)(F)F)n2n1
 : 0.4	.	1	2.0	-0.3	0	1	-8	0	0
- FC(F)(F)c1ccc(NC(=S)NCc2ccccc2)cc1
 : -0.2	-5	1	3.5	0.0	1	1	-8	-2	1
- c1ccc2c(c1)CCCN2Cc1nnc2n1CCCCC2
 : 0.0	.	1.6	1.1	-0.2	8	1.9	-8	0	-4
- C(=N\n1cnc2ccccc21)/c1cccnc1
 : 0.1	.	1.1	0.3	0.1	2	1.1	0	-6	1
- CN1CCN(c2ccccc2NC(=O)c2ccc(Br)o2)CC1
 : 1.2	7	1	1.3	0.3	3	1	-10	-7	-3
- CC(C)NC(=O)CN(C(=O)CCC(=O)Nc1ccccn1)c1ccc(F)c(Cl)c1
 : 2.2	7	1	1.7	0.4	1	0.9	-6	1	0
- O=C(/C=C/c1ccc(Cl)c([N+](=O)[O-])c1)Nc1ccc(N2CCCC2)c(Cl)c1
 : 1.9	-2	1	5.7	-0.2	79*	1	5	7	2
- O=C(CN1CCCC1)Nc1ccc(Cl)cc1C(F)(F)F
 : 9.7	-9	1	0.8	-0.4	-5	1	-8	-2	3
- COC(=O)c1[nH]c2cc(C)ccc2c1NC(=O)CN1CCN(c2ccccc2OC)CC1
 : 0.9	20	1	0.8	-0.5	3	1.2	-6	-5	-3
- N#Cc1ccc(Sc2nc3ccccc3[nH]2)cc1C#N
 : -1.4	.	1	1.7	-0.1	35	1	-5	8	-11
- Cc1ccc2cc(CCNC(=O)CC(C)C)c(=O)[nH]c2c1
 : 0.6	-1	1	-0.7	0.0	-5	0.9	0	1	-1
- COc1ccc(-c2coc3cc(O)ccc3c2=O)cc1O
 : 0.4	0	0.8	3.3	-0.3	-11	0.6	-2	-1	-3
- O=C(COC(=O)CNC(=O)c1ccc(F)cc1)Nc1cccc(S(=O)(=O)N2CCCC2)c1
 : -0.5	5	0.9	0.1	-0.3	-8	0.9	-14	-4	-1
- O=C(NC12CC3CC(CC(C3)C1)C2)c1ccc(-c2cccc(Cl)c2)o1
 : 0.8	-6	0.8	3.6	-0.3	22	0.8	-8	-4	-8
- CCOC(=O)C1C(C#N)=C(N)OC(C)=C1c1ccncc1 (stereo unspecified)
 : 2.3	-8	0.9	1.1	-0.3	-4	0.8	-13	-10	-2
- Cc1nnc(SCC(=O)N2CCOCC2)s1
 : 3.7	-8	0.9	0.3	-0.2	-3	1	-5	3	-2
- OC(COC(c1ccc(Cl)cc1)c1ccc(Cl)cc1)CN1CCc2ccccc2C1 (stereo unspecified)
 : 0.7	-4	1	-0.9	-0.2	50	1	0	1	-5
- CC(C)N=C(Nc1ccc(Cl)cc1)c1cccnc1
 : 0.8	.	1	1.1	-0.2	-2	0.9	-7	-1	2

High-throughput results (PubChem)
